Screens as filed in PubChem.
RT RNaseH block: inhibitors of HIV-1 reverse transcriptase RNase H | 65,000 tested, 1.9% active | RT-RNase H RNA/DNA duplex cleavage, fluorescence | inhibition, % at 10 µM | P04585 | AID 565; in the data active = inhibition above about 50%
RmlCD inh mix: mixture blocks RmlC and RmlD coupled enzyme activity. RmlC/RmlD coupled enzyme inhibition, 384-well mixture HTS. inhibition, % at 5.5 µM. 110,000 tested, 0.39% active. AID 1532; in the data active = inhibition above about 30%, passing the limit was not always enough; also: strong numbers were not always called active
* = called active by the depositor; · = no result given. Only part of the results is shown; rates above refer to the full screens.

Results follow in this order: RT RNaseH block	RmlCD inh mix
> C=CCOc1c(Br)cc(CNn2nnnc2N)cc1OCC
 : -12	-15
> CN1CCN(C(=O)c2ccccc2N(Cc2ccccc2)S(C)(=O)=O)CC1
 : -7	3
> Fc1ccc(N2CCN(c3ccc4c(C(F)(F)F)cc(C(F)(F)F)nc4n3)CC2)cc1
 : ·	9
> CCN(CC)CCNC(=O)c1ccc2c(=O)n(CCc3ccccc3)c(=O)[nH]c2c1
 : -5	0
> COCCn1c(SCC(=O)Nc2ccc3c(c2)OCCO3)nc2c(c1=O)SC(C)C2 (centres undefined)
 : -21	12
> CCC(CC)C(=O)N(CCc1ccc(OC)cc1)Cc1nc2ccccc2c(=O)[nH]1
 : ·	-3
> O=C1Nc2c(c(=O)[nH]c(=O)n2-c2ccccc2)C(C(F)(F)F)(C(F)(F)F)N1
 : ·	-9
> CNC(=O)c1[nH]cnc1C(=O)N[C@@H](C)C(=O)OC(C)(C)C
 : ·	-2
> O=S1(=O)CC(N2CCCCC2)C(N2CCCCC2)C1 (centres undefined)
 : 33	8
> Cc1sc2ncnc(SCC(=O)NC3CC3)c2c1C
 : ·	-12
> COc1ccc(-c2csc3nc(C)n(-n4cccc4)c(=O)c23)cc1
 : -2	-11
> CN(C)S(=O)(=O)c1ccc(-c2cn3ccccc3n2)cc1
 : ·	40*
> Cc1nn(C)c(C)c1S(=O)(=O)N(CC(=O)N1CCc2ccccc21)c1ccc(C(C)C)cc1
 : ·	6
> Fc1ccc(NC2=NCCS2)cc1Cl
 : -17	8
> Cc1cccc(NC(=S)N/N=C/c2ccc(Cl)c([N+](=O)[O-])c2)c1
 : ·	-3
> COC(=O)CC(=O)CSc1nc2c(cc1C#N)CCC2
 : 5	77*
> CC(C)C[C@H](NC(=O)c1nc[nH]c1C(=O)NCCCCCNC(=O)OC(C)(C)C)C(=O)OC(C)(C)C
 : ·	-8
> Cc1c(NC(=O)c2coc(=O)c(Br)c2)c(=O)n(-c2ccccc2)n1C
 : -7	76*
> C=CCn1c(Cc2csc(N)n2)nnc1SCc1ccc(C(=O)OC)cc1
 : -1	-12
> Cc1ccc2cc(CN(CCN3CCOCC3)C(=O)NCc3ccccc3)c(=O)[nH]c2c1C
 : -6	-11
> CN(C)CCCOc1nc2c(c(=O)n(C)c(=O)n2C)n1C
 : ·	-4
> COc1ccc(NS(=O)(=O)c2cc(C)ccc2OC)cc1OC
 : -4	8
> O=C(O)C[C@H]1c2cc(C(F)(F)F)ccc2S(=O)(=O)N1C1CCCCC1
 : ·	-2
> CCOC(=O)C1=C(C)OC(N)=C(C#N)C1c1cc(Cl)c(OCC(N)=O)c(OC)c1 (centres undefined)
 : ·	-10
> COC(=O)C1C(O)=CC(=O)CC1C (centres undefined)
 : ·	-12
> C/C=C(/C)C(=O)Nc1cccc(C2=NOC3(C2)C[C@@H](C(N)=O)N(C(=O)/C=C/CC)C3)c1 (some centres undefined)
 : ·	12
> Cc1ccc(CS(=O)(=O)CCC(=O)NCCCOC(C)C)cc1
 : -27	-10
> CCN(CC)CCCNc1nc(-c2ccccc2)nc2ccccc12
 : ·	110
> O=C(O)c1cc(=O)c2c(OCC(O)COc3cccc4oc(C(=O)O)cc(=O)c34)cccc2o1
 : -2	·
> CS(=O)(=O)N1CCC(C(=O)Nc2ccc(OCc3ccccc3)cc2)CC1
 : 4	-3
> CCOC(=O)CC1C(=O)NCCN1C(=O)c1c(F)cccc1F (centres undefined)
 : ·	27
> Clc1cccc(Cl)c1CN1CCN(c2ccccc2)CC1
 : ·	-10
> C#CCNC(=O)C1=C[C@H](c2ccc3c(c2)OCO3)C[C@H](OCc2ccc(CO)cc2)O1
 : ·	-13
> O=C(COCc1nc2ccccc2c(=O)[nH]1)NC1CCCC1
 : -11	15
> Cn1c(=O)c2c(nc(Br)n2CCCc2ccccc2)n(C)c1=O
 : -12	-17
> Cc1nnc(SCC(=O)c2cc(C)n(-c3ccc4c(c3)OCO4)c2C)s1
 : -14	9
> Cc1c(C(=O)NCCCN2CCOCC2)sc2nc(-c3ccccc3)cn12
 : -8	·
> CN1CC=C2C(C#N)=C(N)C(C#N)(C#N)[C@H](c3cccs3)[C@H]2C1
 : ·	-11
> O=C(NC1CCCC1)C1CCCN1C(=O)Nc1ccc(Cl)cc1 (centres undefined)
 : -12	-14
> O=C(O)CCc1ncc(C(F)(F)F)cc1Cl
 : ·	1
> CC(=O)N(C(C)=O)c1c(C#N)c(C)n(-c2ccccc2)c1C(=O)c1ccccc1
 : 3	-10
> COc1ccc(N2CCN(CCCn3c(=S)[nH]c4ncccc4c3=O)CC2)cc1
 : ·	8
> Cc1cc(-c2ccccc2)nc(Oc2ccc(C(C)(C)C)cc2)c1S(C)(=O)=O
 : ·	-14
> COc1ccc(N2CCN(CCNC(=O)Nc3ccc(Cl)cc3)CC2)cc1
 : ·	1
> CCC(C)NC(=O)N[C@@H](CCSC)C(=O)OC (some centres undefined)
 : ·	-7
> NS(=O)(=O)c1ccc(NC(=O)CSC2CCCCC2)cc1
 : -24	-2
> CCCCCOC(=O)C1[C@H]2C(=O)N(Cc3cccs3)C[C@]23C=C[C@H]1O3 (some centres undefined)
 : -7	3
> COc1ccc(N2C(=O)CN=C2Nc2nc(C)cc(C)n2)cc1
 : -3	3
> C=CCN1C(=O)NC2(CCCCC2)C1=O
 : -7	-14
> O=C(NCCc1ccc(Cl)cc1)c1ncn[nH]1
 : 6	-11
> Cc1cccc(C)c1NC(=O)CSc1nnc(-c2ccccc2)n1Cc1ccc2c(c1)OCO2
 : ·	-10
> CCOC(=O)CCC(NC(=O)c1ccc(NCN2C(=O)c3ccccc3C2=O)cc1)C(=O)OCC (centres undefined)
 : -14	-9
> N#Cc1c(Sc2ncc(C(F)(F)F)cc2Cl)nsc1C/C=N\OCc1c(F)cccc1Cl
 : ·	2
> Cc1oc(C(=O)O)cc1COc1ccccc1Cl
 : -4	3
> O=c1cc(CO)occ1OCc1ccccc1
 : ·	-13
> Cn1c(=O)c(-c2ccccc2)nc2ccccc21
 : ·	8
> O=C(C1CC(=O)N(C2CCCC2)C1)N1CCC(Cc2ccccc2)CC1 (centres undefined)
 : -3	-11
> C=CCNC(=O)C1CC=CCC1C(=O)O (centres undefined)
 : -1	-8
> Cc1ccc(-n2c(SCC(=O)Nc3cc(C)on3)nc3ccccc3c2=O)cc1
 : ·	-9
> O=c1c(-c2ccc(O)cc2)coc2cc(O)ccc12
 : ·	9

Following part.
Results follow in this order: RT RNaseH block	RmlCD inh mix
> COc1ccc(Cn2nnc3c(=O)[nH]c(C(=O)NCCc4ccc(F)cc4)nc32)cc1OC
 : -6	-4
> Cc1n[nH]c(C)c1CCN
 : -9	-13
> CCOP(=O)(OCC)C(CC)N1CCOCC1 (centres undefined)
 : ·	-2
> O=C1CSC(c2ccc(F)cc2)N1c1nnc(C23CC4CC(CC(C4)C2)C3)s1 (centres undefined)
 : ·	-8
> COc1c2occc2c(OC)c2c(=O)cc(C(F)(F)F)oc12
 : ·	27
> Cc1ccccc1NC(=O)NC1(C(=O)NCCCN2CCOCC2)CCCCC1
 : ·	18
> COc1cc(NC(=O)c2ccc(Br)o2)ccc1NC(=O)C(C)C
 : -8	-9
> COc1ccccc1C(=O)NC(=S)N1CCCc2ccccc21
 : ·	15
> CC(=O)Cc1nsc(NC(=O)C2Cc3ccccc3C(=O)O2)n1 (centres undefined)
 : -8	7
> COC(=O)COc1cccc2c(=O)n(CC(=O)N3CCCc4ccccc43)ccc12
 : ·	4
> O=C(O)C1C2C=CC(C2)C1C(=O)NCc1ccoc1 (centres undefined)
 : -5	·
> COc1ccc(NC(=O)c2nc[nH]c2C(=O)N[C@H](C)c2ccccc2)cc1
 : ·	-5
> COC(=O)CC1(CC(=O)OC)C(=O)NC(=O)NC1=O
 : 5	13
> Cc1ccc(-n2c(Cc3cccn3C)nnc2SCC(=O)NC2CCCCC2)cc1
 : -11	7
> COc1ccc(-n2c(=O)c3ccccc3n(Cc3ccc(F)cc3)c2=O)cc1OC
 : ·	-10

Of the compounds above, these have a furan ring, fused or not.
Results follow in this order: RT RNaseH block	RmlCD inh mix
> Cc1oc(C(=O)O)cc1COc1ccccc1Cl
 : -4	3
> COc1c2occc2c(OC)c2c(=O)cc(C(F)(F)F)oc12
 : ·	27
> COc1cc(NC(=O)c2ccc(Br)o2)ccc1NC(=O)C(C)C
 : -8	-9
> O=C(O)C1C2C=CC(C2)C1C(=O)NCc1ccoc1 (centres undefined)
 : -5	·

4 compounds already listed, arranged by formula weight, ascending.
Results follow in this order: RT RNaseH block	RmlCD inh mix
> CCOP(=O)(OCC)C(CC)N1CCOCC1 (centres undefined)
 : ·	-2
> COC(=O)CC1(CC(=O)OC)C(=O)NC(=O)NC1=O
 : 5	13
> COc1ccc(-n2c(=O)c3ccccc3n(Cc3ccc(F)cc3)c2=O)cc1OC
 : ·	-10
> O=C1CSC(c2ccc(F)cc2)N1c1nnc(C23CC4CC(CC(C4)C2)C3)s1 (centres undefined)
 : ·	-8

The listing continues:
Results follow in this order: RT RNaseH block	RmlCD inh mix
> O=C(NCc1ccco1)C(c1ccc(F)cc1)N(Cc1cccnc1)C(=O)Cn1nnc2ccccc21 (centres undefined)
 : -7	-2
> CCOC(=O)c1c(C)[nH]c2ccc(O)cc12
 : 8	20
> CCOC(=O)c1ccc(CNC(=O)C(Cc2c[nH]c3ccccc23)NC(C)=O)o1 (centres undefined)
 : -7	-15
> CCCCNC(=O)C1CCCN1C(=O)Nc1ccccc1 (centres undefined)
 : ·	-7
> CCN(CC)c1ccc(NC(=O)c2ccc(NC(=O)C3CCCO3)cc2)c(C)c1 (centres undefined)
 : 1	0
> C=CCNC(=O)CC(=O)N/N=C/c1ccc(C(=O)OC)cc1
 : ·	2
> Cc1ccc(OCC(=O)Nc2ccc(-c3nnc(-c4ccco4)o3)cc2)cc1
 : 33	8
> Fc1ccc(-c2nnc3ccc(N4CCc5ccccc5C4)nn23)cc1
 : -23	-4
> O=C(Nc1ccccc1N1CCOCC1)c1ccc2ccccc2n1
 : -31	11
> O=C(c1ccco1)N1CCN(S(=O)(=O)c2cccs2)CC1
 : 4	-4
> CC(C)NS(=O)(=O)c1ccc(NC(=O)CCc2ccccc2)cc1
 : ·	6
> CCOCCc1nnc(NC(=O)Cc2ccccc2)s1
 : -42	8
> O=C(CSc1nnc(CNC(=O)c2cccs2)o1)NC1CCCCC1
 : 0	-7
> O=C(Nc1ccc(OC(=O)c2ccncc2)cc1)c1ccncc1
 : 6	2
> CCc1nnc(NC(=O)CSc2nnnn2C)s1
 : ·	3
> CCn1c(C(C)NC(C)=O)nc2ccccc21 (centres undefined)
 : -5	6
> Cc1ccc(Cl)cc1NC(=O)CSC(N)=O
 : ·	-13
> FC(F)(F)c1ccc(CN2C[C@@H]3C(c4ccccc4)C4(c5ccccc5)CC3(C4)[C@H]2c2ccccc2)cc1 (some centres undefined)
 : ·	-13
> Cn1c(CSc2nc3ccccc3s2)nnc1SCC(=O)NCc1cccnc1
 : ·	-4
> OC(CNCC1CCCO1)Cn1c2ccc(Cl)cc2c2cc(Cl)ccc21 (centres undefined)
 : ·	4
> Cc1cc(C)nc(Nc2n[nH]c(-c3ccc(N)cc3)n2)n1
 : ·	6
> CC1(C)CC(=O)C(C(C2=C(O)CC(C)(C)CC2=O)c2ccco2)C(=O)C1 (centres undefined)
 : ·	4
> COC(=O)CSc1nc2c(c(=O)[nH]c(=O)n2C)n1CCC(C)C
 : -21	-10
> Cc1cc(C(C)(C)C)cc(S(=O)(=O)NCC(=O)O)c1C
 : -11	·
> CCn1c2ccccc2c2nnc(SCc3ccccc3)nc21
 : -34	-2
> CCCCn1nc2cc(C(=O)NCc3cc(C(F)(F)F)cc(C(F)(F)F)c3)ccc2c1OC
 : ·	-90
> N#Cc1ccc(C23CC4(C2)[C@H](CN(Cc2ccc(-c5ccccc5)cc2)[C@@H]4c2ccccc2)C3c2ccc(Cl)nc2)cc1 (some centres undefined)
 : ·	-5
> N#Cc1cn(CC(=O)NCCc2c[nH]c3ccccc23)c2ccccc12
 : -8	-13
> O=C(CNC(=O)c1cccs1)NCC(=O)OCc1ccc(Cl)cc1
 : ·	11
> CCOc1ccc(-c2nnc(N)o2)cc1
 : -12	3
> CCN1CCN(C(=O)c2cc3c(=O)n(C)c4ccccc4c3n2C)CC1
 : -3	9
> CCN(CC)S(=O)(=O)c1ccc(S(=O)(=O)N(CC(=O)Nc2ccccc2)Cc2ccco2)cc1
 : ·	-25
> CN1C(=O)COc2c(C(=O)NC3CN4CCC3CC4)cc(Cl)cc21 (centres undefined)
 : ·	-12
> CCCCc1c(C)nn(-c2nnc3c4ccccc4n(C)c3n2)c1C
 : -8	·
> O=C(O)c1ccc(CSc2nnc(Cc3ccccc3)o2)cc1
 : ·	-10
> CN(C)S(=O)(=O)c1ccc(C(=O)Oc2cc(=O)[nH]c3ccccc23)cc1
 : 2	-9
> CCN(CC)C(NC(=O)c1ccccc1)C(=O)c1ccccc1 (centres undefined)
 : 0	-14
> COc1ccc(-c2cc(C(=O)Nc3c(C)nn(Cc4ccccc4Cl)c3C)no2)cc1
 : 6	-11
> CCc1c(O)nc(SCc2ccccc2)n(C(C)CC)c1=O (centres undefined)
 : -3	15
> COc1cccc(N(CC(=O)NC2CCCC2)C(=O)Cn2nnc(-c3ccc(C)cc3)n2)c1
 : 14	-12
> Nc1nnc(CCC2CCCCC2)s1
 : -21	-9
> CCC(C(=O)NCCN1CCN(C)CC1)n1c(C)c2cnn(-c3ccccc3)c(=O)c2c1C (centres undefined)
 : -7	7
> CC1CCN(S(=O)(=O)c2ccc(S(=O)(=O)NCC3COCCO3)cc2)CC1 (centres undefined)
 : 4	4
> CCOC(=O)N1CCN(C(=O)COc2ccccc2OC)CC1
 : -4	-12
> CCOc1ccc(NC(=O)C2CC=CCC2C(=O)O)cc1 (centres undefined)
 : -7	1
> COc1ccc(-n2c(Cc3cccn3C)nnc2SCC(=O)Nc2cccc(C)c2C)cc1
 : -16	7
> O=c1c2cc(N3CCOCC3)ccc2[nH]c(=S)n1CCCN1CCCC1
 : -1	-6
> COc1cccc(COc2cc3ccccc3nc2C)c1
 : ·	-3
> CCOC(=O)c1[nH]c(CSc2nnc(-c3ccc(OC)cc3)o2)c(C(=O)OCC)c1C
 : 12	-7
